Bioassay records deposited in PubChem BioAssay by several laboratories.
M. tuberculosis GlmU = inhibition of mycobacterial GlmU enzyme – biochemical, glucosamine-1-phosphate acetyltransferase (AID 1376). M. tuberculosis GlmU acetyltransferase enzyme assay; higher % means a stronger effect. inhibition, %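 (tested at 30 µM in the primary screen)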; hits with a dose series show IC50 in µM. 220,000 compounds, 0.25% hits; in the data active = inhibition above about 13%;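 also: 0% = complete reaction with vehicle and 100% = reaction without substrate; strong numbers were not always called active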
RmlCD inh 1536 = blocks M. tuberculosis RmlC and RmlD coupled enzymes. AID 1533. 160,000 compounds, 0.03% hits. RmlC+RmlD coupled enzyme assay, percent inhibition; primary screen in compound mixtures. inhibition, % at 3.6 µM. P9WH09+P9WH11; in the data active = inhibition mostly above about 34%, no sharp cut-off; also: some results filed as inactive read as strong as hits
Target sequence (P9WH09 whole entry, looked up): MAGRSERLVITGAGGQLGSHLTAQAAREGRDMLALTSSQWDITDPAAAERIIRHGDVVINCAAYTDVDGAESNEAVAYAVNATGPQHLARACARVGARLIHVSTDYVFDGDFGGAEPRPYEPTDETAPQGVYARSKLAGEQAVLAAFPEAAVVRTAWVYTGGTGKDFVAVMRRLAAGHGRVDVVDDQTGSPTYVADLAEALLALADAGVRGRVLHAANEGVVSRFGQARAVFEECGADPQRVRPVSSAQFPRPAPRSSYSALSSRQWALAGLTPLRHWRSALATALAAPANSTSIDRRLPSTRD
Target sequence (P9WH11 whole entry, looked up): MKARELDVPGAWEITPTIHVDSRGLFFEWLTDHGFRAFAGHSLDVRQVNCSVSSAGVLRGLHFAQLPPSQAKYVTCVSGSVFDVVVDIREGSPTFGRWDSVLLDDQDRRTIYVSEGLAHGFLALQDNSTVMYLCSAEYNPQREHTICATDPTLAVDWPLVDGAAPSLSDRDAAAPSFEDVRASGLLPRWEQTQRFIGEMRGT
* marks the source's active call; other numbers are inactive results; x = no result given. An excerpt. The share of hits here may be higher or lower than overall.

Every second line gives: M. tuberculosis GlmU, RmlCD inh 1536
CN(C)CCNC(=O)c1cc2c(=O)n(C)c3ccccc3c2n1C
  6.0%, 3.0
Cc1ccc(C(=O)CSc2n[nH]c(C)n2)cc1
  -1.1%, -2.2
O=C(N/N=C/c1c(-c2ccccc2)[nH]c2ccccc12)c1cccnc1
  -1.5%, x
O=C(NCc1n[nH]c(=S)n1-c1ccc(F)cc1)c1ccc(S(=O)(=O)N2CCOCC2)cc1
  -0.6%, -5.3
COc1ccc(C(=O)C[n+]2cccc(C)c2)cc1
  -0.7%, 8.5
Fc1ccccc1Oc1nc(-c2ccncc2)nc2ccccc12
  5.0%, 6.0
Nc1ccccc1C(=O)Nc1ccc(Cl)cc1Cl
  -2.1%, -5.7
Cc1nc2ccc(NC(=O)NCc3ccco3)cc2s1
  2.3%, -7.7
O=Cc1c(C(=O)O)n(Cc2ccc(Cl)cc2)c2ccccc12
  4.6%, -3.9
CCn1c(=O)n(CCc2ccccc2)c(=O)c2c3c(sc21)CCCC3
  -4.0%, x
Cc1cc(C)cc(N(CC(=O)Nc2ccccc2-c2ccccc2)S(=O)(=O)c2ccccc2)c1
  0.8%, 6.9
COC(=O)c1cc2nc(-c3ccc(C)cc3)cc(C(F)(F)F)n2n1
  3.2%, 5.2
O=C(NCC(=O)N(Cc1ccccc1)C(C(=O)NCC1CCCO1)c1ccccc1)c1cccs1 (stereo unspecified)
  2.2%, 8.8
COC(=O)Cc1[nH]n(-c2ccccc2)c(=O)c1C=Nc1ccc(C)cc1
  1.2%, 3.2
Cn1c(=O)c2c(SCc3ccccc3)nc(-c3ccco3)nc2n(C)c1=O
  -4.3%, -7.8
Cc1cc(C)c(COc2ccc(/C=N/n3c(C)n[nH]c3=S)cc2)c(C)c1
  -0.9%, x
O=C(CSCc1ccccn1)Nc1ccccc1
  -1.5%, 7.0
S=C(NCCCN1CCOCC1)Nc1cccc(Cl)c1
  -3.1%, x
COC(=O)c1cc(OC)c(OC)cc1NC(=O)C(C)Sc1ccc(C)cc1 (stereo unspecified)
  2.3%, x
O=C(NNC(=S)NC(=O)C12CC3CC(CC(C3)C1)C2)c1ccncc1
  5.8%, 10.6

Ordered by SMILES length (largest number first): part of the list above
Every second line gives: M. tuberculosis GlmU, RmlCD inh 1536
Cc1cc(C)cc(N(CC(=O)Nc2ccccc2-c2ccccc2)S(=O)(=O)c2ccccc2)c1
  0.8%, 6.9
Cc1cc(C)c(COc2ccc(/C=N/n3c(C)n[nH]c3=S)cc2)c(C)c1
  -0.9%, x
O=C(NNC(=S)NC(=O)C12CC3CC(CC(C3)C1)C2)c1ccncc1
  5.8%, 10.6

(continued)
Every second line gives: M. tuberculosis GlmU, RmlCD inh 1536
COc1ccc2cnnc(SCC(=O)Nc3ccc(C(C)=O)cc3)c2c1OC
  5.4%, 4.3
CCOC(=O)C1CCCN(C(=O)c2sc3nc(C)nc(N(CC)CC)c3c2C)C1 (stereo unspecified)
  3.1%, x
CCOC(=O)Cn1nc(Cc2ccccc2)c2ccccc2c1=O
  2.8%, -5.0
COc1cc(/C=C/C(=O)NCc2nc3ccccc3[nH]2)cc(OC)c1OC
  x, -6.0
Cc1cc(/C=N/NC(=O)c2ccncc2)c(C)n1-c1ccccc1
  -0.9%, x
COc1ccc(CC(=O)N2N=C(C)CC2(O)C(F)(F)F)cc1 (stereo unspecified)
  3.7%, 2.0
O=C(NCc1ccccc1)c1cc2ccccc2o1
  3.2%, 2.2
O=C(Nc1ccc(Cl)cc1C(F)(F)F)C(Sc1cccc[n+]1[O-])c1ccccc1 (stereo unspecified)
  2.2%, 8.1
C=CCn1c(O)c(N=NC(=O)OCC)c2ccccc21
  -2.4%, x
COc1ccccc1NC(=O)Cc1noc(CSc2nnc(N)s2)n1
  0.0%, 1.4
Cn1c(=O)c(=O)n(C)c2cc(S(=O)(=O)NCc3ccc(Cl)cc3)ccc21
  -0.5%, 9.4
CC(=O)Nc1c(C(=O)N2CCOCC2)sc2nc3c(cc12)COC(C)(C)C3
  2.1%, x
C=CCSc1nc2c(cnn2-c2ccc(C)c(C)c2)c(=O)[nH]1
  -3.4%, -7.7
Cc1cc(C)c2c(=O)[nH]n(C3CC(C)N(C)CC3C)c2n1 (stereo unspecified)
  0.4%, x
C[N+]12CCCCC1[C@@H](CO)CCC2 (stereo partly specified)
  -7.2%, 12.4
CN(C)c1c(F)cc(C(=O)NCc2ccccc2)cc1F
  2.5%, -7.8
C#CC(CC)(CC)NC(=O)Nc1ccc(OCC)cc1
  -4.4%, 10.4
O=C(NCCN1CCCCCC1)C1CCCN1S(=O)(=O)c1cccc2nsnc12 (stereo unspecified)
  -3.0%, -7.0
CCCOC(=O)c1ccc(-c2ccc(C=O)o2)cc1
  0.1%, x
Cc1c(/C=N\NC(=O)c2cc3ccccc3o2)c2ccccc2n1C
  -1.0%, -13.0

Following part
Every second line gives: M. tuberculosis GlmU, RmlCD inh 1536
COc1ccc(N2CCN(CCNC(=O)c3c(C)cc(=O)oc3C)CC2)cc1
  0.8%, 12.6
NS(=O)(=O)c1ccc2ccccc2c1
  2.9%, -0.3
OCCN(Cc1ccccc1)Cc1ccc(F)c(F)c1
  1.6%, x
COc1ccc(-n2c(SCc3nnc(-c4ccccc4)o3)nnc2-c2ccccc2)cc1
  -12.2%, x
Cc1cccc(N(C(=O)CCC(=O)Nc2cc(C)on2)C(C(=O)NC2CCCC2)c2ccncc2)c1 (stereo unspecified)
  -2.0%, -10.1
CCc1cc2c(=O)n(-c3ccccc3)c(=S)[nH]c2s1
  2.5%, -4.7
CC(=O)Nc1cccc(OCc2ccc(F)cc2)c1
  1.8%, -2.9
O=C(Cc1ccc(Cl)cc1)Nc1ncccn1
  0.6%, 8.1
Cc1cc(N/C=C/C(=O)c2ccc(Br)cc2)no1
  3.2%, x
COc1cccc(C(=O)NC(=S)Nc2ccc(N(C)C)cc2)c1
  2.4%, -2.5
Cc1n[nH]c(C)c1CS(=O)(=O)c1ccccc1
  -3.2%, 1.6
COc1cc(/C(C)=N/N2CCOCC2)cc(OC)c1OC
  -7.1%, -7.9
Cc1ccc(N2C(S)=C(C#N)C(=O)NC23CCCCC3)cc1
  6.2%, 8.4
Cc1csc(NC(=O)CSc2nnc(C)s2)n1
  3.0%, x
CCCN(CCC)CCCNc1ccc2nnc(-c3ccc(F)cc3)n2n1
  -4.9%, 4.7
Oc1ccc(/C=N\Nc2nncc(-c3ccccc3)n2)cc1
  0.1%, x
CCOc1ccc(CCNC(=O)c2cc(C)nn2-c2ccccc2)cc1
  -2.1%, x
CCOC(=O)c1sc(Nc2cccc(Cl)c2)nc1C
  1.4%, x
C/C(=N\OC(=O)c1cccc(Cl)c1)c1sc(C)nc1C
  -3.9%, 103.7
Cc1c(CN2CCC(CO)(CC3CCCCO3)CC2)cnn1C (stereo unspecified)
  0.7%, x

Random excerpt: 4 compounds from above
Every second line gives: M. tuberculosis GlmU, RmlCD inh 1536
OCCN(Cc1ccccc1)Cc1ccc(F)c(F)c1
  1.6%, x
Cc1csc(NC(=O)CSc2nnc(C)s2)n1
  3.0%, x
COc1ccccc1NC(=O)Cc1noc(CSc2nnc(N)s2)n1
  0.0%, 1.4
CCOc1ccc(CCNC(=O)c2cc(C)nn2-c2ccccc2)cc1
  -2.1%, x

Going on with the list:
SMILES	M. tuberculosis GlmU	RmlCD inh 1536
CCOC(=O)CNC(=O)C(CO)NC(=O)OCc1ccccc1 (stereo unspecified)	0.4%	x
O=C(CNC(=O)c1ccco1)N=Nc1c(O)n(CCc2ccccc2)c2ccccc12	-1.0%	0.8
c1ccc2c(CN3CCCCC3)c[nH]c2c1	2.8%	27.7
CN(Cc1ccccc1)CC(O)COc1ccc(CNCc2nccn2C)cc1 (stereo unspecified)	-6.8%	x
O=S(=O)(Nc1cccnc1)c1cccc(Cl)c1	0.5%	-3.5
Cc1ccc(C(=O)NC2CC3CCC(C2)N3Cc2ccco2)cc1 (stereo unspecified)	-3.2%	x
Cc1ccc(NC(=O)C2CCCN(S(=O)(=O)c3cnc[nH]3)C2)cc1C (stereo unspecified)	0.5%	8.6
COc1ccc(C(c2sc3nc(C)nn3c2O)N2CCN(CCO)CC2)cc1OC (stereo unspecified)	-2.4%	x
COc1ccc(C2=NOC(C)(c3sc(-c4ccc(Cl)cc4)nc3C)C2)cc1 (stereo unspecified)	0.5%	x
CC1(C)CCc2cc(-c3ccn(S(=O)(=O)c4ccccc4Cl)n3)ccc2O1	0.7%	6.1
S=c1[nH]nc(Nc2ccccc2)s1	5.8%	-6.5
CCOC(=O)C1CCN(C(=O)CCn2c(=O)[nH]c3ccsc3c2=O)CC1	-3.0%	x
CN(C)c1ccc(C2CC(c3ccccc3)=Nc3nc(-c4ccccc4)cn32)cc1 (stereo unspecified)	1.1%	x
Cc1nc(C)c(C(=O)C2=C(O)C(=O)N(CCN3CCOCC3)C2c2ccco2)s1 (stereo unspecified)	2.8%	-7.7
O=c1[nH]c(N2CCc3ccccc32)nc2c1CCCC2	-2.5%	-6.2
CCOC(=O)c1c(NC(=O)CN2CCCc3ccccc32)sc(C)c1CC	-3.5%	x
CC(Sc1nc2ccccc2s1)C(=O)NCc1ccc2c(c1)OCO2 (stereo unspecified)	1.2%	-0.8
CCSc1nnc(NC(=O)CSC2=NCCS2)s1	x	7.2
O=C(COCC(=O)N/N=C/c1ccc(F)cc1)N/N=C/c1ccc(F)cc1	-4.4%	40.3
Cc1ccc(C(=O)CSC2=C(C#N)C(c3ccco3)C3=C(CC(C)(C)CC3=O)N2)cc1 (stereo unspecified)	2.3%	13.0
Cc1cc(NC(=O)COc2cccnc2[N+](=O)[O-])no1	-1.4%	-8.0
Cn1c(N)c(C(=O)NCc2ccccc2Cl)sc1=S	6.2%	-7.2
CCOC(=O)C1(Cc2ccc(O)cc2)NC(c2ccco2)C2C(=O)N(c3ccccc3F)C(=O)C21 (stereo unspecified)	-5.6%	-6.3
OC1(c2cccc(C(F)(F)F)c2)CCN(c2ncnc3c2[nH]c2ccc(F)cc23)CC1	x	-5.9
Cc1ccccc1-c1nc(CS(=O)CC(=O)N2CCC3(CC2)OCCO3)c(C)o1 (stereo unspecified)	2.4%	-11.1

Additional results follow.
SMILES	M. tuberculosis GlmU	RmlCD inh 1536
Cc1cccc(NC(=O)COc2nsnc2N2CCOCC2)c1	3.0%	7.3
CCCCNC(=S)N/N=C/c1ccc(OCC(=O)Nc2c(C)cc(C)cc2C)c(OC)c1	2.4%	3.4
CCOc1cc(N2CCOCC2)c(OCC)cc1NC(=O)COc1ccc2ccc(=O)oc2c1	-5.9%	-1.0
O=C(Nc1ccc2c(c1)CCC2)c1cccc(S(=O)(=O)N2CCN(c3ccccc3)CC2)c1	-3.1%	x
COc1ccc(N=C2C(=O)Nc3ccccc32)cc1	-1.9%	-7.6
O=C(NCCN1CCOCC1)C1CCN(S(=O)(=O)N2CCCC2)CC1	3.3%	21.9
COc1ccc(-c2cc(C(F)(F)F)nc(SCC(=O)NCc3cccs3)n2)cc1OC	-0.5%	-11.2
CCc1cccc(C)c1NC(=O)CCCSc1nc2ccccc2s1	-2.9%	-1.0
Cc1cc(NC(=O)c2cc(-c3ccccc3)on2)no1	2.8%	-8.9
COc1cc(CN2CCC(CO)(Cc3cccc(C(F)(F)F)c3)CC2)ccc1F	-5.7%	x
O=C(CNC(=O)c1cccc(Cl)c1)N/N=C/C=C/c1ccccc1	9.7%	x
CC(=O)Nc1ccc(S(=O)(=O)NC(C(=O)O)C(C)C)cc1 (stereo unspecified)	6.1%	x
O=C(O)CSCCn1cccn1	0.5%	7.8
CCOC(=O)c1ccccc1NC(=O)Nc1ccc(OC)c(OC)c1	0.4%	54.5
CN(C)c1ccc(Nc2c3c4c(cccc4n(C)c2=O)C(=O)c2ccccc2-3)cc1	6.0%	-8.3
COc1ccc(N=C(C)c2c(O)n(C)c(=O)n(C)c2=O)c(OC)c1	1.4%	x
O=S(=O)(/N=C(/Nc1ccccc1F)c1ccccc1)c1ccccc1	7.1%	2.6
C=CCNC(=S)N/N=C/c1ccc(C(F)(F)F)cc1	0.0%	-10.0
Cc1cc(C)c(NC(=S)NC(NC(=O)c2ccccc2)C(Cl)(Cl)Cl)c(C)c1 (stereo unspecified)	-4.0%	-12.9
O=S1(=O)NC[C@]23C[C@H](c4ccc(F)cc4)[C@@H](C[C@@H]21)O3	4.2%	5.8
O=c1[nH]c(SCc2n[nH]c(=S)n2-c2ccccc2)nc2sc3c(c12)CCC3	4.6%	-2.5
Nc1ccc2oc(C3CCCCC3)nc2c1	-3.6%	-1.2
O=C(Nc1ccc2c(c1)OCO2)c1cnc2n(c1=O)CCS2	3.5%	x
CC(=O)C1=C(O)C(=O)N(CCC(=O)O)C1c1cccc(F)c1 (stereo unspecified)	-1.0%	x
O=C(c1cccs1)N1CCN(C2CCN(Cc3ccccc3)CC2)CC1	-0.3%	7.1

New compounds follow
SMILES	M. tuberculosis GlmU	RmlCD inh 1536
C=CCn1c(=O)c(C(C)=O)cn(N(C)c2ncc(C(F)(F)F)cc2Cl)c1=O	-5.7%	-12.3
O=C(NCC1CCCO1)c1cccc(N2CCCC2=O)c1 (stereo unspecified)	-0.2%	2.2
O=C(COC(=O)/C=C/c1ccc([N+](=O)[O-])cc1)NCc1ccco1	x	-8.4
CCOc1ccc(-c2nnc(-c3cccs3)o2)cc1OCC	-2.3%	13.6
CCOC(=O)N1CC=C2C(C#N)=C(N)C(C#N)(C#N)[C@H](c3ccsc3)[C@H]2C1	5.0%	-5.3
CSc1nc(-c2ccco2)nn1S(=O)(=O)c1ccc(C)cc1	7.2%	-8.4
CC1=CC2=NC(=O)/C(=C\c3cccn3CCOc3ccccc3C)C(=N)N2O1	-3.6%	-1.8
CCOc1cc(/C=N/n2c(C)nnc2C)ccc1O	4.7%	-3.8
O=C(c1ccco1)N1CCN(C(=O)c2cccc3c2C(=O)N(C2CCCCC2)C3)CC1	3.8%	-8.2
